Efflux pump mplx = blocks antifungal efflux pumps in multiplex yeast assay; S. cerevisiae Candida pump triplex, Nile Red efflux; inhibition, % at 10 µM; 330,000 tested, 0.44% active; AID 485275;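 active means plate passing quality check with inhibition over a set limit, or well fluorescence over plate mean plus 4 SD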;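 further: Nile Red retained in pooled yeast measured as flow cytometry median fluorescence; 0% = buffer negative control and 100% = Enniatin B positive control; higher means more Nile Red kept so more efflux inhibition; some compounds called inactive have numbers as strong as hits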
PP5 primary = inhibitors of human protein phosphatase 5 (PP5); P53041; AID 1987; purified PP5c, OMFP substrate fluorescence; inhibition, % at 6.7 µM; 320,000 tested, 0.18% active;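 active means inhibition above the campaign's mean inhibition across all tested compounds plus 3 SD, cut at about 9.5% in these data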;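 further: 0% = DMSO only and 100% = 100 µM cantharidin control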
GASC-1 inh = human JMJD2C demethylase inhibition; Q9H3R0; GST-JMJD2C(1-420) H3K9me3 demethylation, DELFIA europium; inhibition, % at 2.35 µM; 330,000 tested, 0.069% active; AID 2099;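 active means more than half of a compound's replicate wells show inhibition beyond 50%, single wells judged on their own value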;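 further: signal counts dimethyl H3K9 product captured on neutravidin plate; 0% = median of DMSO wells and 100% = 0.3 times that DMSO median; strong numbers were not always called active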
Target sequence (Q9H3R0 1-420 limits assumed): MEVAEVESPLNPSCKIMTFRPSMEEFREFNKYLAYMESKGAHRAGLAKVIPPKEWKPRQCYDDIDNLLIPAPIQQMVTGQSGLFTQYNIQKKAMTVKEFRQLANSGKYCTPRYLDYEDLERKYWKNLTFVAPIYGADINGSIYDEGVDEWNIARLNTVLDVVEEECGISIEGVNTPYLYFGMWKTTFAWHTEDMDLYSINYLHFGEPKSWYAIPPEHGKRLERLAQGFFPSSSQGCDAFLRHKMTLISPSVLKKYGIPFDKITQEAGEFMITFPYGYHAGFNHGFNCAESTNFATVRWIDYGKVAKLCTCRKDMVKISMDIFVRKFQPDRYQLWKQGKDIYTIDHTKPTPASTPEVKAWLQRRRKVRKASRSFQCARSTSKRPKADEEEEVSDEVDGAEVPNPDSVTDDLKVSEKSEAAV
CTSL1 counter = cathepsin L1 inhibition, PFM18AAP counter-screen; recombinant F. hepatica cathepsin L1, Z-Leu-Arg-MCA fluorescence; inhibition, % at 5.96 µM; 300,000 tested, 0.49% active; AID 1906;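 active means inhibition above the mean of all tested compounds plus 3 SD, set per screening campaign, cut at about 17% in these data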;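 further: 0% = plate median of test compound wells and 100% = 1 µM Z-Phe-Ala-diazomethylketone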
core dimer inh = blocks dimerization of HCV core protein | TR-FRET GST/Flag-core106 dimerization, 1536-well | inhibition, % at 5 µM | 300,000 tested, 0.33% active | AID 1899;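 active means inhibition above the mean of all tested compounds plus 3 SD, set per screening campaign, cut at about 45% in these data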
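System: GST-tagged and Flag-tagged HCV core protein residues 1-106 / Input: core106 proteins, GST 13.5 nM and Flag 17 nM / Buffer or medium: KF-containing HEPES buffer, pH 7.45, DTT, CHAPS, BSA / Probe or stimulus: Eu-anti-GST and XL665-anti-Flag labelled anti-tag antibodies / Schedule: 4 h, 22.5 °C incubation / Technique: TR-FRET 671 and 617 nm emission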
TPT1 inhibitor = blocks Candida albicans tRNA 2'-phosphotransferase; recombinant caTPT1, FP RNA substrate dephosphorylation; inhibition, % at 5 µM; 300,000 tested, 0.81% active; AID 1962;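 active means inhibition above the mean of all tested compounds plus 3 SD, set per screening campaign, cut at about 24% in these data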;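 further: plate controls were DMSO alone for no effect and ferristatin control at 100 nM for full effect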
LYPLA2 inh = counter-screen for PME1 inhibitors: inhibitors of human LYPLA2; 320,000 tested, 0.38% active; recombinant LYPLA2, FP-Rh probe fluorescence polarization; O95372; inhibition, % at 5.9 µM;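 active means inhibition above the screen-wide mean plus 3 SD, limit set per campaign, cut at about 26% in these data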;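 further: 0% = LYPLA2 with DMSO and 100% = wells lacking LYPLA2 enzyme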
PREPL inh = inhibitors of human prolyl oligopeptidase-like enzyme PREPL. recombinant PREPL, fluorescence polarization activity-based probe. inhibition, % at 5.96 µM. 320,000 tested, 0.68% active; in the data active means inhibition above about 43%;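 further: 0% = enzyme with DMSO and 100% = wells lacking enzyme; many of its hits are not listed in these tables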
PP1 counter = counter-screen for PP5 inhibitors: inhibitors of human PP1-alpha; purified PP1alpha, OMFP fluorescence; P62136; inhibition, % at 6.7 µM; 320,000 tested, 0.9% active; AID 2235;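 active means inhibition above the mean inhibition of all tested compounds plus 3 SD, computed separately for each screening campaign, cut at about 15% in these data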
Target sequence (P62136 whole entry, looked up): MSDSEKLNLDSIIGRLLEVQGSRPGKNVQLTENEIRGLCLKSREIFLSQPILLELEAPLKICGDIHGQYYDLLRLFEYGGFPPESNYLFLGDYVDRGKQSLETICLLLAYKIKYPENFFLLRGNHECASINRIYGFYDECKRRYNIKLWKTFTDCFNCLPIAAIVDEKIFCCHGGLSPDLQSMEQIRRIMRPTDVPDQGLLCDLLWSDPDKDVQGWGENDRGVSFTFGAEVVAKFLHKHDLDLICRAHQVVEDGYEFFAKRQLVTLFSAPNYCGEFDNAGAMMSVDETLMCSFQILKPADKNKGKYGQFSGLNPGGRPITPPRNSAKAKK
* hit, by the source's call; · = not tested or not shown.

SMILES	Efflux pump mplx	PP5 primary	GASC-1 inh	CTSL1 counter	core dimer inh	TPT1 inhibitor	LYPLA2 inh	PREPL inh	PP1 counter
CC(=O)/C(=N\Nc1ccccc1)Oc1ccc(Br)cc1	0.3	4.9	-25	2	2	0	-5	7	3
CC(=O)Nc1nnc(SCC(=O)c2ccc(F)cc2)s1	0.0	-1.4	6	0	14	6	2	-5	8
Cc1cccc(Nc2nnc(SCC(=O)c3c(N)n(C4CC4)c(=O)[nH]c3=O)s2)c1C	-0.1	0.5	3	·	·	·	-7	9	-1
Cc1cc(C)n(CCC(=O)N2CCCC(N3CCN(c4cccc(Cl)c4)CC3)C2)n1 (stereo not given)	-0.4	0.9	5	-2	-11	-3	6	14	-2
CCc1cc(C(=O)N/N=C/c2ccc(OC)cc2)c2ccccc2n1	0.1	2.4	-1	1	6	0	2	-5	0
Cc1ccc(OS(=O)(=O)c2ccccc2)c(/C=N/N=C2\NC(=O)C(C)S2)c1 (stereo not given)	0.0	5.5	·	6	6	-1	-5	-30	-1
COc1ccccc1NC(=O)COC(=O)/C=C/c1ccccc1[N+](=O)[O-]	0.1	-1.8	-6	-14	7	0	4	11	0
COc1cccc(C(=O)O/N=C(\N)c2ccc([N+](=O)[O-])cc2)c1	0.1	0.8	-8	-1	-4	1	7	15	-5
O=S(=O)(c1ccc(OCc2nc3ccccc3s2)c(Cl)c1)N1CCOCC1	0.4	0.8	6	10	6	-1	0	-12	0
O=C(NCc1nnc(SCC(=O)N2CCCC2)o1)c1ccccc1	0.3	2.6	-6	-4	-7	-2	4	2	1
COc1cccc(CNC(=O)C2CCN(S(=O)(=O)c3c(C)nn(C)c3C)CC2)c1	0.0	2.8	-8	-2	2	-5	5	0	-6
Cc1cc2nc(C3CCN(Cc4nnnn4Cc4cccs4)CC3)[nH]c2cc1C	0.1	7.1	1	-1	-2	-1	5	12	11
CSc1ccccc1NC(=O)Cc1ccccc1[N+](=O)[O-]	0.1	-1.5	-3	-2	1	-1	-2	-1	3
O=C(Nc1ccccc1)c1ccccc1NC(=O)c1ccccc1[N+](=O)[O-]	0.0	1.7	-6	0	-1	8	-1	-8	-2
COc1ccc(-c2nn(-c3ccccc3)cc2/C=N/NC(=S)NC(C)C)cc1OC	-0.2	2.0	3	0	20	0	-10	15	0
O=S(=O)(Nc1nc2ccccc2nc1Nc1ccc(N2CCOCC2)cc1)c1cc(Cl)ccc1Cl	0.0	1.1	12	-4	-2	-1	2	10	1
CC(C)CC(=O)NC(=S)Nc1ccc(F)cc1F	0.1	-0.3	0	1	10	0	6	2	-2
CCOC(=O)N1CCC(NC(=O)CCCN2C(=O)CSc3ncccc32)CC1	0.0	-1.0	1	0	-3	1	7	-8	-3
CNNC(=S)NC1CC2CC1C1C=CCC21 (stereo not given)	-0.2	0.8	1	-1	0	0	0	9	1
CCCN1C(=O)/C(=C2\SC(=S)N(c3c(C)n(C)n(-c4ccccc4)c3=O)C2=O)c2ccccc21	0.0	0.4	-16	-1	1	-1	2	5	-3
O=C(CSc1nnc(CNC(=O)c2cccc(C(F)(F)F)c2)o1)NCc1ccco1	0.2	2.5	3	2	-4	-3	18	-1	2
N#CCSc1nc2ccccc2o1	0.1	0.9	0	1	-3	1	-2	5	-2
COc1cccc(-c2noc(-c3ccc(Br)o3)n2)c1	-0.1	-0.7	·	1	5	2	0	-5	-7
CCn1c(C(C)NC(=O)c2cccs2)nc2ccccc21 (stereo not given)	-0.2	-1.3	4	2	7	-1	4	0	-2
CCOC(=O)N1CCN(C(=O)Cc2ccsc2)CC1	0.1	2.5	-6	-2	-6	-2	0	-3	-4
Going on with the list.
SMILES	Efflux pump mplx	PP5 primary	GASC-1 inh	CTSL1 counter	core dimer inh	TPT1 inhibitor	LYPLA2 inh	PREPL inh	PP1 counter
CC/C(=N\NC(=O)c1csc(C)c1C)c1cccs1	0.2	2.1	4	-1	-1	1	0	-4	-3
CCCCCn1c(=NC(C)=O)c(C#N)cc2c(=O)n3ccccc3nc21	-0.1	0.0	-6	1	6	-1	0	-3	-1
CCCCCc1c(C)nc(Nc2nc(C)c3cc(OC)ccc3n2)[nH]c1=O	0.2	2.6	7	5	3	-1	5	-3	0
CC(C)CCNC(=O)CN1C(=O)NC(c2ccccc2)(c2ccccc2)C1=O	-0.3	0.1	-7	7	-4	0	-3	2	1
Cc1ccc(-c2csc(NC(=O)CSC3=NCCS3)n2)cc1	0.0	4.5	-2	-2	3	-3	-9	-5	4
COc1ccccc1CNC(=O)c1cc(S(=O)(=O)N2CCCCC2)c[nH]1	0.5	1.3	2	-2	6	-4	0	4	2
CCOC(=O)CSc1nc(-c2ccccn2)ncc1OC	0.2	-0.5	6	10	1	4	0	12	6
CC1(C)CC(=O)C(C(C2=C(O)CC(C)(C)CC2=O)c2cccc(O)c2)C(=O)C1 (stereo not given)	0.1	-1.3	·	1	2	0	-1	-2	0
Cc1ccc(OCC(=O)Nc2ccccc2C(=O)N2CCCCC2)cc1	0.0	1.2	0	-4	-2	-1	2	11	5
CC(=O)c1ccccc1C(=O)N1CCCC(N2CCN(Cc3ccc4c(c3)OCO4)CC2)C1 (stereo not given)	0.1	3.1	8	0	-1	2	5	23	-1
Cc1nnc(NC(=O)c2cccc(S(=O)(=O)N3CCOCC3)c2)s1	0.4	1.0	-25	4	4	5	-1	2	-4
COCCNC(=O)C(c1cccnc1)N(Cc1ccccc1)C(=O)Cn1nnc2ccccc21 (stereo not given)	0.0	-1.5	-1	-1	6	1	3	4	-8
Nc1nc(N)nc(-c2ccc(Cl)cc2)n1	0.0	0.5	-1	-4	-5	-2	1	4	1
COc1ccc(CC(=O)NCc2ccc(F)cc2)cc1S(=O)(=O)N1CCOCC1	0.1	2.6	4	·	·	·	-1	5	-3
O=C(O)CC1(CC(=O)NCc2ccc(F)cc2)CCCCC1	-0.1	-0.6	17	2	4	-4	5	1	1
CC12CC(NC(=O)N1c1cccc(C(=O)NCc3ccc4c(c3)OCO4)c1)c1cc(Cl)ccc1O2 (stereo not given)	-0.1	1.3	11	1	20	-7	-4	21	5
C1CCN(c2nc3nonc3nc2N2CCCC2)C1	0.0	0.8	-21	2	-6	1	0	-4	5
CC(=O)/C=C1\N(C)c2ccc(C)cc2C1(C)C	0.1	0.7	6	1	5	-1	-19	-66	-1
CC(=O)Nc1nnc(COc2ccccc2)s1	-0.3	0.9	29	-3	-3	0	-1	2	-2
CC(C)Cc1ccc(S(=O)(=O)NCC2CCCO2)cc1 (stereo not given)	-0.1	0.6	8	6	3	-1	3	5	-4
COC(=O)CC1C(C(=O)OC)ON2OC(C(=O)OC)C(C(=O)OC)C12 (stereo not given)	0.0	2.9	0	2	5	-2	0	2	-5
Cc1cccc(C)c1NC(=O)CS(=O)CC(=O)Nc1ccc(N2CCOCC2)cc1 (stereo not given)	0.0	0.5	6	2	-2	-1	-6	-6	-2
CC(=O)N1c2ccc(S(=O)(=O)N(C)C3CCCCC3)cc2CC1C (stereo not given)	-0.2	-1.2	-1	0	-12	-5	12	6	0
CCOc1ccc(C(C)NC(=O)CCC(=O)O)cc1 (stereo not given)	0.1	1.5	1	-2	-3	1	-4	-2	-7
COCCNC(=O)c1cc(-c2ccccn2)nc2ccc(S(=O)(=O)N3CCC(C)CC3)cc12	-0.3	0.9	-4	4	-2	-3	-10	0	-1
(list continues)
SMILES	Efflux pump mplx	PP5 primary	GASC-1 inh	CTSL1 counter	core dimer inh	TPT1 inhibitor	LYPLA2 inh	PREPL inh	PP1 counter
COc1cc(/C=C2/C(=O)N(c3ccc(Br)cc3)N=C2C)cc([N+](=O)[O-])c1O	-0.1	-1.1	-1	-4	6	-4	1	-4	-2
COc1ccc(COc2cc(-c3cccc(OC)c3)nc3ccc(NC(=O)c4ccc(OC)cc4)cc23)cc1	0.1	-1.1	9	0	10	0	-61	-11	3
Nc1nnc(SCc2ccc(F)cc2Cl)s1	0.0	13*	5	-1	-2	-2	-1	0	-1
Cc1cc2cc(CNC(=O)c3ccc(S(=O)(=O)N4CCCCC4)cc3)ccc2[nH]1	0.0	4.8	5	0	-3	-4	11	-11	0
COc1cccc(NC(=O)COC(=O)CC(NC(N)=O)c2ccc(Cl)cc2)c1 (stereo not given)	-0.1	3.0	4	-11	3	-2	10	-2	1
Cc1cnc(NC(=O)c2ccncc2)s1	-0.1	-1.0	-2	4	0	1	-4	-5	0
O=C(CCc1ccccc1)N/N=C\c1cc2c(cc1Br)OCO2	0.1	3.1	-3	-4	-9	-2	-2	7	-2
Cc1ccc(-c2cc(C(=O)NN)n[nH]2)o1	-0.2	1.0	-28	9	-3	-2	-5	12	0
Cc1cc(N/N=C/c2cccc(Cl)c2)nc(-n2nc(C)cc2C)n1	0.1	3.2	22	2	2	-1	6	1	18*
O=C(CCn1nnnc1CN1CCOCC1)N1CCC(c2ccccc2F)C1 (stereo not given)	0.0	-0.6	-15	1	-4	-7	3	10	3

From PubChem

The list is partial; rates above refer to the full screens.
